Rad51 HR inh – Rad51 (human) homologous recombination inhibition; Q06609; hRad51 DNA strand exchange, fluorescence dequenching; inhibition, % at 10 µM; actives 0.085% (n = 200,000);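 active means inhibition above 40% at the single screening dose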;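 further: 0% = DMSO control wells and 100% = blanks with heterologous ssDNA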
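System: human Rad51 nucleoprotein filaments preassembled on unlabelled ssDNA. Reagent: labelled 47-mer dsDNA for strand exchange. Schedule: 30-min compound preincubation and 15-min exchange, both room temperature. Measured by: FRET fluorescence dequenching, excitation 485 nm, emission 520 nm. Read-out: Fluorescence-based percent inhibition, control- and blank-normalised. Benchmarks: plate controls and plate blanks.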
EBV gp42 inh – inhibitors of Epstein-Barr virus glycoprotein 42; Fluorescence polarization binding assay, mP read-out; AID 1085; Q1HVG2; actives 0.42% (n = 220,000); inhibition, % (tested at 21.74 µM); in the data active means inhibition above about 50%
L929 necroptosis – blocks zVAD induced death of L929 cells; actives 0.38% (n = 220,000); AID 1377; viability rescue, % at 10 µM; L929 zVAD necroptosis rescue, ATP luminescence, 24 h; with zVAD 60 µM;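 active means activation, scaled between plate controls, above about 75%, limit read from the data; inactive means activation under that limit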;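 further: 0% = zVAD with DMSO and 100% = DMSO alone without zVAD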
TNF necrop inh – blocks TNF-alpha induced death of Jurkat FADD-/- cells. Jurkat FADD-/- TNF necroptosis rescue, ATP luminescence, 24 h; 0 = TNF only, 100 = no-TNF cells. activation (protection from cell death), % at 10 µM. actives 0.068% (n = 220,000);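 active means activation, meaning protection from cell death, of at least 50% relative to plate controls; inactive means activation below 50%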;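 further: necroptosis triggered by 40 ng/mL TNF-alpha added together with compound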
m-calpain inh – inhibitors of pig calpain II; inhibition, % at 16 µM; actives 0.37% (n = 220,000); purified calpain II, fluorogenic peptide substrate, 30 min; AID 1236;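 active means inhibition above about 50%, limit read from the data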
MDM2 E3 inh – inhibitors of human Mdm2 E3 ubiquitin ligase | signal enhancement, % at 5 µM | actives 0.11% (n = 210,000) | cell-based MDM2 ubiquitination luciferase reporter, 2 h; 0 = plate control, 100 = twice control, blank-subtracted;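 active means signal enhancement of 30% or more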;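 further: luminescence tracks abundance of the self-degrading MDM2-luciferase fusion protein; higher signal means inhibition of MDM2 E3 ligase activity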
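system = mammalian cells stably expressing self-ubiquitinating, self-degrading MDM2 E3–luciferase fusion | quantity = 2000 cells per well seeded | incubation = 4 h cell settling then 2 h compound exposure, 37 °C | signal = SteadyLite luminescence, 15 min reagent step | benchmarks = plate control and blank wells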
KCC2 mod – modulates chloride dependent transport by human KCC2; Q9H2X9; KCC2 cells, thallium flux FluoZin-2 fluorescence; B-score of Tl+ flux slope (higher = more flux/activation; lower = inhibition) at 10 µM; actives 2.2% (n = 190,000);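 active means thallium flux slope and its plate-corrected score both differing from the plate sample mean at a set confidence after two filtering rounds, in either direction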;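 further: slope of fluorescence scaled to starting intensity during 10 to 20 s after thallium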
eIF4E-4G inh – blocks eIF4E binding to eIF4G; TR-FRET eIF4E-eIF4GI(517-606) binding, 2 h; inhibition, % at 21.7 µM; actives 0.37% (n = 220,000); P63073+Q04637;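 active means inhibition above about 30%, limit read from the data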;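 further: 0% = full FRET control wells and 100% = background wells lacking eIF4GI fragment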
PERK inhibitor – human PERK inhibition, primary cell-based screen; Q9NZJ5; CHO PERK-DD fusion, SEAP luminescence translation reporter; inhibition, % at 5.6 µM; actives 0.17% (n = 220,000); AID 1416;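 active means inhibition above the mean inhibition of all tested compounds plus 3 SD, set separately per screening campaign, cut at about 2.9% in these data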;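 further: PERK kinase domain activated by AP20187 dimerizer at 100 nM; 0% = DMSO with dimerizer and 100% = rapamycin at 8.4 µM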
Target sequence (Q9NZJ5 whole entry, looked up, the tested form may be a part): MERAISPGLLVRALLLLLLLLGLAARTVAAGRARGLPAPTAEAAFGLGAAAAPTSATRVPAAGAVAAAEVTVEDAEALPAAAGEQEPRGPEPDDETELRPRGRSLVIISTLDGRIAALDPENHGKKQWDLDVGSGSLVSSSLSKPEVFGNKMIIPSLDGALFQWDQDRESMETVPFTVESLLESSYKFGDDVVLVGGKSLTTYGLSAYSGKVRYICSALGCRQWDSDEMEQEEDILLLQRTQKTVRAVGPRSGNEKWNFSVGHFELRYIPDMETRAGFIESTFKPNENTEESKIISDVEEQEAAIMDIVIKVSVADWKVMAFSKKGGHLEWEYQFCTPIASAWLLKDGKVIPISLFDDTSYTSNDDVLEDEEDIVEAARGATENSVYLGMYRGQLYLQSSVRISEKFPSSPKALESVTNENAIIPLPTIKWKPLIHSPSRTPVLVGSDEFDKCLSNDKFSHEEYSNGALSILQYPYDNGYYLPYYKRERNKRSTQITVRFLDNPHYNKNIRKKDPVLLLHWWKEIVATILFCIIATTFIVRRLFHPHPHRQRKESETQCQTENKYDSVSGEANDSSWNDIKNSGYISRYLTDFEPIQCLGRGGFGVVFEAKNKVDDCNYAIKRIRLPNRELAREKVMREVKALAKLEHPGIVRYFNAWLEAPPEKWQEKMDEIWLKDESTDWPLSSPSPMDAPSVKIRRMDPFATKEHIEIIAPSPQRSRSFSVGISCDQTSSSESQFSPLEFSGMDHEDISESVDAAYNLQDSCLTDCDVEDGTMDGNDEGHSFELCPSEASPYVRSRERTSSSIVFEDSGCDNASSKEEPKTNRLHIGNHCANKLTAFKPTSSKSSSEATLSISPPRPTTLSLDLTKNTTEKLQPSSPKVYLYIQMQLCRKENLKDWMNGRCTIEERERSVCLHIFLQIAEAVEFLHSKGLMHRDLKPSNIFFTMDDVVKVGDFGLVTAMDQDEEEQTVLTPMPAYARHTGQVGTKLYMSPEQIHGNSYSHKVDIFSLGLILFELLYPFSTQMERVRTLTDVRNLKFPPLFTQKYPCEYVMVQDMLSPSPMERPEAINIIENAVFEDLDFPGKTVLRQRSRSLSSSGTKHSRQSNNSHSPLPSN
* marks the source's active call; other numbers are inactive results; [ ] = another dose, or the depositor's remark.

COc1ccc2nc(COC(=O)c3ccco3)c(C(C)=O)[n+]([O-])c2c1 was read as Rad51 HR inh 10.7, EBV gp42 inh -1.0, L929 necroptosis 0.6, TNF necrop inh 0.2, m-calpain inh -298.0, MDM2 E3 inh -7.8, eIF4E-4G inh -2.8 and PERK inhibitor 0.4.
Screening CCC1Oc2nc(SC)nnc2-c2ccccc2N1C(=O)c1ccccc1 (centres undefined) returned Rad51 HR inh -4.0, EBV gp42 inh 5.2, L929 necroptosis 1.0, TNF necrop inh -3.1, m-calpain inh 2.5, MDM2 E3 inh -16.1, KCC2 mod 2.41, eIF4E-4G inh 2.3 and PERK inhibitor -0.3.
`CCOc1cccc(CNn2cnnc2)c1OCc1ccccc1Cl` gave Rad51 HR inh -4.3, EBV gp42 inh -1.6, L929 necroptosis -0.1, TNF necrop inh -2.7, m-calpain inh 15.8, MDM2 E3 inh -0.4, KCC2 mod -0.812, eIF4E-4G inh 0.6 and PERK inhibitor 0.9.
For O=C(CCCCn1c(=O)c2ccccc2n(CC(=O)Nc2ccccc2)c1=O)NCc1ccco1 the results were Rad51 HR inh -10.3, EBV gp42 inh -2.0, L929 necroptosis -0.8, TNF necrop inh 0.1, m-calpain inh 14.4, MDM2 E3 inh -2.5, KCC2 mod 0.708, eIF4E-4G inh 3.0 and PERK inhibitor -0.3.
Screening O=C(COC(=O)c1ccccc1F)Nc1cc(S(=O)(=O)N2CCOCC2)ccc1N1CCCC1 returned Rad51 HR inh -12.8, EBV gp42 inh 5.6, L929 necroptosis 0.1, TNF necrop inh 0.5, m-calpain inh 26.2, MDM2 E3 inh -11.9, KCC2 mod 1.92, eIF4E-4G inh -1.1 and PERK inhibitor -1.1.
For NC(=O)CSc1nnc(-c2ccc(S(=O)(=O)N3CCCCC3)cc2)n1-c1ccccc1 the results were Rad51 HR inh -0.1, EBV gp42 inh -14.8, L929 necroptosis -0.1, TNF necrop inh -0.2, m-calpain inh -1.7, MDM2 E3 inh -11.5, KCC2 mod -0.562, eIF4E-4G inh 3.3 and PERK inhibitor -0.1.
`Cc1ccc(C(=O)N/C(=C\c2cccs2)C(=O)NCCc2c[nH]c3ccccc23)cc1C` gave Rad51 HR inh -3.3, EBV gp42 inh -12.2, L929 necroptosis -0.5, TNF necrop inh -10.8, m-calpain inh -21.7, MDM2 E3 inh -28.5, KCC2 mod -1.93, eIF4E-4G inh -6.5[fluorescence artefact?] and PERK inhibitor -0.6.
Screening CCOC(=O)c1c(C)c(C(=O)Nc2cc(OC)ccc2OC)c(C)n1CC returned Rad51 HR inh 2.4, EBV gp42 inh 2.0, L929 necroptosis 5.2, TNF necrop inh -4.5, m-calpain inh -0.6, MDM2 E3 inh -13.2, eIF4E-4G inh 0.3 and PERK inhibitor -1.1.
`Cc1ccc(-c2c(C)n([O-])c3c([n+]2=O)CCC3)cc1` gave Rad51 HR inh 3.1, EBV gp42 inh -12.5, L929 necroptosis 0.7, TNF necrop inh 0.6, m-calpain inh -6.9, MDM2 E3 inh 5.4, KCC2 mod -0.188, eIF4E-4G inh 14.1 and PERK inhibitor 1.2.
`CN(c1ccccc1)S(=O)(=O)c1cc(Cl)ccc1Cl` gave Rad51 HR inh 4.1, EBV gp42 inh -9.8, L929 necroptosis -0.4, TNF necrop inh -0.3, m-calpain inh -3.1, MDM2 E3 inh -12.1, KCC2 mod -1.36, eIF4E-4G inh -5.0 and PERK inhibitor 0.4.
Screening O=C(CCSc1ccccc1)Nc1ccc(OCc2ccccc2)cc1 returned Rad51 HR inh 6.8, EBV gp42 inh -5.6, L929 necroptosis 0.3, TNF necrop inh -3.0, m-calpain inh 5.0, MDM2 E3 inh -7.0, KCC2 mod 0.0549, eIF4E-4G inh 2.3 and PERK inhibitor 1.3.
`O=C(c1ccc(=O)oc1)N1CCN(c2ccc(F)cc2)CC1` gave Rad51 HR inh -7.9, EBV gp42 inh -11.4, m-calpain inh -32.0, MDM2 E3 inh -8.8 and eIF4E-4G inh 2.1.
Screening CCOc1ccc(N(C(=O)CNS(=O)(=O)c2ccccc2)C(CC)C(=O)NCc2ccco2)cc1 (centres undefined) returned Rad51 HR inh 7.1, EBV gp42 inh -11.5, L929 necroptosis -0.2, TNF necrop inh -0.2, m-calpain inh 30.6, MDM2 E3 inh 0.3, KCC2 mod 0.937, eIF4E-4G inh -0.7 and PERK inhibitor -0.1.
`Nn1c(COc2ccccc2)nnc1SCC(=O)O` gave Rad51 HR inh 3.2, EBV gp42 inh -9.8, L929 necroptosis 0.4, TNF necrop inh -1.2, m-calpain inh -14.3, MDM2 E3 inh -15.9, KCC2 mod 0.357, eIF4E-4G inh 5.3[fluorescence artefact?] and PERK inhibitor 0.2.
For Cc1cccc(N2CCN(C(=O)C3CCN(S(=O)(=O)N4CCOCC4)CC3)CC2)c1C the results were Rad51 HR inh 7.0, EBV gp42 inh 3.0, L929 necroptosis 0.1, TNF necrop inh -2.6, m-calpain inh -16.4, MDM2 E3 inh -3.2, KCC2 mod -0.728, eIF4E-4G inh 4.7 and PERK inhibitor 0.5.
COc1ccc(C(=O)NC2(C(F)(F)F)N=C3SCCN3C2=O)cc1 (centres undefined) was read as Rad51 HR inh -8.8, EBV gp42 inh 11.9, L929 necroptosis 0.3, TNF necrop inh -0.4, m-calpain inh 17.7, MDM2 E3 inh -0.5, KCC2 mod 1.28, eIF4E-4G inh 1.0[fluorescence artefact?] and PERK inhibitor -0.6.
For Nc1cc(-c2cccc([N+](=O)[O-])c2)[nH]n1 the results were Rad51 HR inh 2.4, EBV gp42 inh 6.8, L929 necroptosis 0.5, TNF necrop inh 1.3, m-calpain inh 14.9, MDM2 E3 inh -8.3, KCC2 mod -0.129, eIF4E-4G inh 4.6 and PERK inhibitor 0.1.
Screening Cn1cc(Cl)c(C(=O)NC2CCCC2)n1 returned Rad51 HR inh 5.0, EBV gp42 inh -14.8, L929 necroptosis 2.2, TNF necrop inh 0.2, m-calpain inh -19.3, MDM2 E3 inh -15.4, KCC2 mod 0.456, eIF4E-4G inh -1.1 and PERK inhibitor 1.1.
Screening O=C(O)c1c[nH]c(=S)n1-c1ccc(F)cc1 returned Rad51 HR inh 1.6, EBV gp42 inh -3.6, L929 necroptosis 0.0, TNF necrop inh -1.4, m-calpain inh 18.6, MDM2 E3 inh -14.8, KCC2 mod 1.46, eIF4E-4G inh 2.9[fluorescence artefact?] and PERK inhibitor 0.1.
For CCOP(=O)(OCC)/C(=N/OC(=O)c1ccccc1C)C(N)=O the results were EBV gp42 inh 3.2, L929 necroptosis 0.3, TNF necrop inh -7.4, m-calpain inh -6.8, MDM2 E3 inh -7.1, KCC2 mod 0.0392, eIF4E-4G inh -1.4 and PERK inhibitor 0.9.
Cc1cc(NC(=O)CSc2nc(-c3cccnc3)ccc2C#N)no1 was read as Rad51 HR inh 0.5, EBV gp42 inh -24.4, L929 necroptosis 0.6, TNF necrop inh -0.1, m-calpain inh -7.4, MDM2 E3 inh -11.4, eIF4E-4G inh -9.8 and PERK inhibitor -0.4.
For N#Cc1ccc(/C=N/NC(=O)c2cc(-c3cccs3)nc3ccccc23)cc1 the results were Rad51 HR inh 1.7, EBV gp42 inh -23.6, L929 necroptosis 0.3, TNF necrop inh -1.3, m-calpain inh -168.8, MDM2 E3 inh -3.5, KCC2 mod 0.644, eIF4E-4G inh 7.6 and PERK inhibitor -0.7.
`COc1cc(OC)cc(C(=O)NC(=S)Nc2ccc(Cl)c(C(=O)O)c2)c1` gave Rad51 HR inh -2.8, EBV gp42 inh -11.2, L929 necroptosis -0.3, TNF necrop inh -1.5, m-calpain inh 14.3, MDM2 E3 inh 4.6, KCC2 mod 0.495, eIF4E-4G inh 8.4[fluorescence artefact?] and PERK inhibitor 0.4.
For Cc1cc(C)c2nc(SCCc3ccccc3)nc(C)c2c1 the results were Rad51 HR inh 10.7, EBV gp42 inh -11.8, L929 necroptosis 0.0, TNF necrop inh 0.7, m-calpain inh 20.5, MDM2 E3 inh -17.6, KCC2 mod -0.431, eIF4E-4G inh -8.0 and PERK inhibitor 0.0.
CN(CCC#N)c1ncnc2scc(-c3ccccc3)c12 was read as Rad51 HR inh -10.1, EBV gp42 inh -15.2, L929 necroptosis -0.7, TNF necrop inh -2.4, m-calpain inh -22.9, MDM2 E3 inh -10.5, eIF4E-4G inh 14.9[fluorescence artefact?] and PERK inhibitor -0.7.
For O=C(CC(c1ccccc1)c1cc(Br)ccc1O)NCCN1CCOCC1 (centres undefined) the results were Rad51 HR inh 1.6, EBV gp42 inh -13.9, L929 necroptosis 0.0, TNF necrop inh -1.5, m-calpain inh 13.5, MDM2 E3 inh -6.3, KCC2 mod 0.628, eIF4E-4G inh -0.3 and PERK inhibitor 0.6.
COc1ccccc1CN1C(=O)c2cccc3cccc(c23)C1=O was read as Rad51 HR inh -8.3, EBV gp42 inh 13.2, L929 necroptosis 0.8, TNF necrop inh 1.9, m-calpain inh -8.5, MDM2 E3 inh -8.9, KCC2 mod -0.103, eIF4E-4G inh -1.6[fluorescence artefact?] and PERK inhibitor -0.3.
For COC(=O)c1ccc(Oc2ccc(C(C)(C)C)cc2)c([N+](=O)[O-])c1 the results were EBV gp42 inh -0.2, L929 necroptosis -0.1, TNF necrop inh -1.5, m-calpain inh 21.9, MDM2 E3 inh -22.3, KCC2 mod 0.883, eIF4E-4G inh 2.7 and PERK inhibitor -0.4.
Cn1c(CCCNC(=O)c2cccs2)nc2ccccc21 was read as Rad51 HR inh -0.7, EBV gp42 inh 2.8, L929 necroptosis 0.0, TNF necrop inh 0.7, m-calpain inh 11.5, MDM2 E3 inh -7.5, KCC2 mod -0.438, eIF4E-4G inh -3.1 and PERK inhibitor -0.4.
Cc1ccc(NC(=O)CS(=O)CC(=O)NC(C)CCc2ccco2)cc1Cl (centres undefined) was read as Rad51 HR inh 2.7, EBV gp42 inh -14.7, L929 necroptosis -0.1, TNF necrop inh -0.5, m-calpain inh 0.4, MDM2 E3 inh -1.2, KCC2 mod -0.0833, eIF4E-4G inh 4.9[fluorescence artefact?] and PERK inhibitor -0.4.
`COc1ccc(C(=O)COC(=O)C(CC(C)C)N2C(=O)c3ccccc3C2=O)cc1` (centres undefined) gave Rad51 HR inh 1.8, EBV gp42 inh -5.7, L929 necroptosis -0.4, TNF necrop inh -0.5, m-calpain inh 7.7, MDM2 E3 inh 0.0, KCC2 mod -0.676, eIF4E-4G inh -3.5 and PERK inhibitor -1.0.
CCOC(=O)C(=O)Nc1ccc(S(=O)(=O)Nc2ncccn2)cc1 was read as Rad51 HR inh 1.8, EBV gp42 inh 12.1, L929 necroptosis 0.2, TNF necrop inh -0.7, m-calpain inh 18.5, MDM2 E3 inh -14.1, KCC2 mod 0.127, eIF4E-4G inh 1.3 and PERK inhibitor 0.8.
Screening COc1ccc(C2C(C(C)=O)=C(O)C(=O)N2CCc2c[nH]c3ccccc23)cc1 (centres undefined) returned Rad51 HR inh -4.0, EBV gp42 inh -16.0, L929 necroptosis 7.9, TNF necrop inh 0.9, m-calpain inh -150.6, MDM2 E3 inh -6.8, KCC2 mod -0.0456, eIF4E-4G inh 6.8 and PERK inhibitor 0.9.

High-throughput results as filed in PubChem BioAssay.
